Vif-A3G inh: qHTS for Inhibitors of Vif-A3G Interactions: qHTS; HeLa A3G-eYFP + Vif (tagged APOBEC3G with the HIV-1 protein that degrades it), YFP fluorescence, overnight; Potency, µM (highest dose often 46.1 µM), for inactives: top-dose activity, negative = active, usual class: inhibitors; actives 0.076% (n = 410,000); AID 602310, 2012;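 also: potency is read from the fitted curve at half-maximal effect; % is scaled to controls: 0 for no effect and ±100 for the full control effect; nearly all actives have a fitted effect of over 60% in size; hits raise eYFP signal because A3G escapes Vif-driven loss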
Target sequence (Q9HC16 whole entry, looked up): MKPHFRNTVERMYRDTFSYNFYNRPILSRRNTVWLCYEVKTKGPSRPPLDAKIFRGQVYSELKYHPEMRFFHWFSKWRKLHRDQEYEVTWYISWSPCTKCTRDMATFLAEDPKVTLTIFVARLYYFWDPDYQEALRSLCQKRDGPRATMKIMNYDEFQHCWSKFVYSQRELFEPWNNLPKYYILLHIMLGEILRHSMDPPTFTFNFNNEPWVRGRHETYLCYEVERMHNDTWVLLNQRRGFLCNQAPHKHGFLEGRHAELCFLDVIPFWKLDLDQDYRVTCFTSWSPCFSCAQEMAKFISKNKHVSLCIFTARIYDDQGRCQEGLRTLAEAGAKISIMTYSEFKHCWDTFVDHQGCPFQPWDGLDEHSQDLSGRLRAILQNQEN
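HeLa cells stably expressing Vif and C-terminally eYFP-tagged A3G, seeded overnight at 37 deg C, then exposed to compound by pintool overnight at 37 deg C. Rise in yellow fluorescence (Ex 488/Em 500-530, Acumen) marks blocked Vif-driven A3G degradation.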
GRP78 ERSR act: qHTS for Inducers of the Endoplasmic Reticulum Stress Response (ERSR) in Human Glioma: qHTS; actives 0.02% (n = 420,000); AID 602332, 2012; U87-MG GRP78 promoter luciferase reporter, 16 h; Potency, µM, for inactives: top-dose activation, actives largely listed as activators; also: potency is read from the fitted curve at half-maximal effect; series mostly up to about 76 µM; % of control where 0% means no effect; nearly all actives have a fitted effect of over 35% in size
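ERSR induction read as luciferase luminescence (Bright-Glo, 10 min at room temperature) in stably transfected human U87-MG glioma cells exposed to compounds for 16 h, using GRP78 as sensor.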
LDHA block: qHTS assay for inhibitors of human lactate dehydrogenase; purified LDHA, NADH/diaphorase-resazurin fluorescence; stronger effect = lower value; L-lactate dehydrogenase A chain (Homo sapiens), P00338; actives 0.15% (n = 480,000); activity change, % (values are at about 110 or 230 µM); in the data active = activity change below about -30%; inconclusive = mostly about -25% to -30%;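 also: plate controls were DMSO wells for no effect and wells without enzyme for full effect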
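LDH5 2 nM; NADH 0.06 mM, pyruvate 0.2 mM; 200 mM Tris pH 7.4, EDTA, Tween-20; 5 min RT. Detection: diaphorase 0.133 mg/mL + resazurin 37 µM, fluorescence ex540/em590 at 0 and 20 min; normalized to enzyme-free and DMSO wells.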
Starred values were filed as active, the others as inactive; ? = inconclusive. Unless noted, calls follow the shape of the dose curve; as a rule, active = well fitted curve in the direction sought with a large enough effect; inconclusive = small, poorly fitted or top-dose-only effect, or another doubt; inactive = no such curve, though single readings can be large; an effect the other way counts as inactive or inconclusive. A portion of the library; count on the stated rates, not on these rows.

SMILES	Vif-A3G inh	GRP78 ERSR act	LDHA block
O=C(NCc1cc(Cl)cc(Cl)c1)c1ccc2nc([C@@H]3O[C@H](CO)[C@H](O)[C@H](O)[C@H]3O)[nH]c2c1	0.0%	-2.0%	-3.9
CS(=O)(=O)Nc1cccc(-c2cc(NC=O)c3ncc(-c4ccc(F)c(Cl)c4)n3c2)c1	-17.2%	-2.7%	-7.6
OCC[C@@H]1C[C@H](O)[C@@H](O)[C@@]2(OCCc3cc(Cl)ccc32)O1	-1.2%	-4.2%	-5.3
Cc1ccccc1OCC(=O)NCC(=O)OCC(=O)c1ccc(F)cc1	2.5%	-3.2%	2.3
Cc1ccc2nc(-c3ccc(C#N)cc3)c(Cc3ccccc3C(F)(F)F)n2c1	-2.7%	-1.6%	0.3
N/C(=N\C(=S)Nc1ccc2c(c1)OCO2)c1ccccc1	-1.9%	0.8%	-10.7
C[C@@H]1CN([C@H](C)CO)C(=O)CCCn2cc(nn2)CO[C@H]1CN(C)S(=O)(=O)c1ccccc1F	0.4%	-5.3%	-9.5
O=c1cc(CN2CCCC2)c2c(ccc3ccccc32)o1	1.0%	-2.5%	-9.5
COc1cc(C(=O)N2CCC2(C)C(=O)O)cc(OC)c1OC (stereo not drawn)	-0.1%	-3.4%	-6.3
CCOc1ccc(-c2noc(-c3csc([C@@H]4C[C@H](O)[C@@H](CO)O4)n3)n2)cc1	2.4%	3.2%	-7.2
CC1(C(=O)NS(=O)(=O)c2ccc(Cl)s2)CCN1C(=O)C1CCCCC1 (stereo not drawn)	-3.1%	2.5%	3.3
COc1cc(C)ccc1S(=O)(=O)NC(=O)C1(C)CCN1C(=O)COc1ccc(Cl)cc1 (stereo not drawn)	-2.3%	-3.9%	-1.8
COc1cccc(-c2cnc(C(O)c3ccc(Cl)c(Cl)c3)[nH]2)c1 (stereo not drawn)	-11.6%	-0.1%	-2.6
CCOC(=O)c1cc(OCc2csc(-c3ccccc3)n2)cc(C(=O)OCC)c1	-2.0%	-2.7%	-5.5
OC(c1ccc(-c2ccccc2)cc1)c1ncc(-c2ccccc2)[nH]1 (stereo not drawn)	-13.8%	-4.1%	-11.3
COc1ccc(CCC(=O)Nc2c(-c3ccc(N(C)C)cc3)[nH][nH]c2=O)cc1	?	-0.2%	12.2
Cn1c(NCCOc2ccccc2Cl)nc2cc(-c3ccc(F)cc3)sc2c1=O	-11.5%	15.3%	-2.0
CC(C)Oc1ccc(F)cc1-c1cc(C(=O)NCc2ccc(F)cc2)[nH]n1	-3.0%	-2.2%	-3.1
CC(C)(C)Cc1c(C2CCCCC2)nc2ccc(Cl)cn12	-14.6%	-1.7%	-4.1
CC1(C(=O)NS(=O)(=O)c2ccccc2Cl)CCN1C(=O)CC1CCCCC1 (stereo not drawn)	-1.3%	-0.7%	-6.6
COc1ccc(NC(=O)c2sc(=O)n(Cc3ccc(S(=O)(=O)N(C)C)cc3)c2C)cc1	-2.8%	-1.4%	-4.3
CN1CC2(Cc3cc([N+](=O)[O-])ccc31)C(=O)OC(C)(C)OC2=O	-3.6%	-3.2%	-2.1
c1ccc(CNc2nc(Oc3ccncc3)c3sccc3n2)cc1	-5.0%	-0.6%	0.2
CCN(CC)c1ccc(-c2nnc(SCC(=O)NCc3ccco3)n2C)cc1	-3.5%	-4.5%	1.0
CCCN1CCC(C)(C(=O)Nc2ccccc2Oc2ccccc2)C1 (stereo not drawn)	2.5%	-0.9%	-4.7
CCOC(=O)C1=CCN(S(=O)(=O)c2ccccc2F)C1c1ccc(F)cc1 (stereo not drawn)	0.2%	-4.4%	-2.1
O=C(NCCCc1nc2ccccc2n1CCCCOc1ccccc1)C1CCCCC1	-1.9%	-5.6%	1.6
CCCS(=O)(=O)NC(=O)C1(C)CCCN(C(=O)c2c(-c3ccccc3)noc2C)C1 (stereo not drawn)	2.3%	-3.0%	-10.0
O=C(NCc1cccc(Cl)c1)c1ccc(-n2cncn2)c2ccoc12	-1.9%	1.4%	-8.8
Cc1cccc(S(=O)(=O)NC(=O)C2(C)CCN2C(=O)Cc2ccc(Cl)cc2Cl)c1 (stereo not drawn)	0.1%	-3.4%	-18.4

The listing continues.
SMILES	Vif-A3G inh	GRP78 ERSR act	LDHA block
CC1(C(=O)NCCc2c[nH]c3ccccc23)CCN1Cc1csc2ccccc12 (stereo not drawn)	-5.9%	-2.5%	-4.1
CCCCCCCCCC[n+]1cccc(Br)c1	1.5%	-2.6%	-23.6
COc1ccc(Cl)cc1-c1cc(C(=O)N[C@H](C)c2ccccc2)[nH]n1	-7.1%	10.1%	-2.4
Cc1ccc(NC(=O)C2(C)CCN2CCc2ccccc2)cc1 (stereo not drawn)	1.3%	-3.0%	3.9
CC1=C(C(=O)N(C)C)CC(CC(=O)NCc2cccc3ccccc23)C(=O)N1Cc1ccc(C(C)(C)C)cc1 (stereo not drawn)	-2.2%	-2.8%	-1.1
CC1CCN(c2oc(-c3ccc(OCc4ccccc4Cl)cc3)nc2C#N)CC1	-1.8%	-3.8%	-7.8
OC[C@@H]1CN(Cc2ccc3c(c2)OCO3)C[C@H](n2cnc3c(N4CCN(c5ccccc5)CC4)ncnc32)O1	0.1%	2.1%	-3.1
Cn1ccc2c(N(Cc3ccccc3)Cc3ccccc3)cc3c(c21)C1CCC3O1 (stereo not drawn)	-5.9%	-2.7%	6.7
c1csc(CNc2ccn3nc(-c4ccc(OCCN5CCOCC5)cc4)cc3n2)c1	-13.3%	-2.1%	4.6
Cc1cccc(C)c1C(O)c1ncc(-c2ccc(Cl)cc2)[nH]1 (stereo not drawn)	-5.7%	-1.1%	-4.7
Cc1ccc(Cc2c(-c3ccc(C)cc3)nc3c(Cl)cc(C(F)(F)F)cn23)cc1	-5.7%	-2.3%	-2.9
COc1cccc(NC(=O)N2CCc3nc(Nc4cc(Cl)cc(Cl)c4)ncc3C2)c1	-10.8%	-4.2%	-0.4
CC(C)COC(=O)N(C)C[C@H]1OCc2cn(nn2)CCCC(=O)N([C@@H](C)CO)C[C@@H]1C	2.1%	-2.8%	-14.6
Cc1cccc(N(C)c2cc(-c3ccc(F)cc3)nc3ccnn23)c1	-6.2%	-4.3%	-4.3
CC(C)c1ccc(CC(=O)N2CCC2(C)C(=O)Nc2cccc(C#N)c2)cc1 (stereo not drawn)	1.9%	-2.4%	-0.4
COc1ccc(CNC(=O)Nc2nc(C(N)c3ccccc3)cs2)cc1 (stereo not drawn)	0.3%	-4.1%	-14.4
CN(C)N=Nc1ccc(/C=C2\C=Cc3ccccc32)cc1	-1.9%	0.5%	1.1
CCN(CC)c1c(C)nc2ccc(C(=O)NCc3ccc4c(c3)OCO4)cn12	-5.7%	-2.9%	-6.3
COc1ccccc1-c1cnc(C(O)c2c(C)cc(C)cc2C)[nH]1 (stereo not drawn)	-1.2%	-2.9%	-6.1
COc1ccc(/C=C/c2cnccn2)cc1OC	-4.4%	0.3%	-4.3
OC(c1ccc(F)cc1)c1ncc(-c2ccc3ccccc3c2)[nH]1 (stereo not drawn)	-7.8%	-2.9%	-2.0
Cc1ccccc1OCC(=O)NCC(=O)OCC(=O)c1ccc(Br)cc1	2.2%	4.4%	3.6
O=C(NC(c1ccccc1)c1ccc2ccccc2n1)C1CCN(Cc2ccc(Cl)c(Cl)c2)CC1 (stereo not drawn)	0.0%	-0.7%	-7.6
CCOC(=O)C1(C)CCCCN1C(=O)c1ccc(N(C)C)cc1 (stereo not drawn)	-5.4%	-1.9%	-1.4
CSc1ccc(Cn2c(C)c(C(=O)NCc3cccs3)sc2=O)cc1	-3.4%	0.5%	2.6
CNc1cc(-c2ccc(OC)nc2)ncn1	4.5%	-1.2%	-0.7

Filtered by structure: the compounds so far containing four or more nitrogen atoms
SMILES	Vif-A3G inh	GRP78 ERSR act	LDHA block
CS(=O)(=O)Nc1cccc(-c2cc(NC=O)c3ncc(-c4ccc(F)c(Cl)c4)n3c2)c1	-17.2%	-2.7%	-7.6
C[C@@H]1CN([C@H](C)CO)C(=O)CCCn2cc(nn2)CO[C@H]1CN(C)S(=O)(=O)c1ccccc1F	0.4%	-5.3%	-9.5
COc1ccc(CCC(=O)Nc2c(-c3ccc(N(C)C)cc3)[nH][nH]c2=O)cc1	?	-0.2%	12.2
c1ccc(CNc2nc(Oc3ccncc3)c3sccc3n2)cc1	-5.0%	-0.6%	0.2
CCN(CC)c1ccc(-c2nnc(SCC(=O)NCc3ccco3)n2C)cc1	-3.5%	-4.5%	1.0
O=C(NCc1cccc(Cl)c1)c1ccc(-n2cncn2)c2ccoc12	-1.9%	1.4%	-8.8
OC[C@@H]1CN(Cc2ccc3c(c2)OCO3)C[C@H](n2cnc3c(N4CCN(c5ccccc5)CC4)ncnc32)O1	0.1%	2.1%	-3.1
c1csc(CNc2ccn3nc(-c4ccc(OCCN5CCOCC5)cc4)cc3n2)c1	-13.3%	-2.1%	4.6
COc1cccc(NC(=O)N2CCc3nc(Nc4cc(Cl)cc(Cl)c4)ncc3C2)c1	-10.8%	-4.2%	-0.4
CC(C)COC(=O)N(C)C[C@H]1OCc2cn(nn2)CCCC(=O)N([C@@H](C)CO)C[C@@H]1C	2.1%	-2.8%	-14.6
Cc1cccc(N(C)c2cc(-c3ccc(F)cc3)nc3ccnn23)c1	-6.2%	-4.3%	-4.3
COc1ccc(CNC(=O)Nc2nc(C(N)c3ccccc3)cs2)cc1 (stereo not drawn)	0.3%	-4.1%	-14.4
CCN(CC)c1c(C)nc2ccc(C(=O)NCc3ccc4c(c3)OCO4)cn12	-5.7%	-2.9%	-6.3
CNc1cc(-c2ccc(OC)nc2)ncn1	4.5%	-1.2%	-0.7

A draw from above in order of number of heavy atoms, descending.
SMILES	Vif-A3G inh	GRP78 ERSR act	LDHA block
COc1ccccc1-c1cnc(C(O)c2c(C)cc(C)cc2C)[nH]1 (stereo not drawn)	-1.2%	-2.9%	-6.1
Cc1cccc(C)c1C(O)c1ncc(-c2ccc(Cl)cc2)[nH]1 (stereo not drawn)	-5.7%	-1.1%	-4.7
CCCCCCCCCC[n+]1cccc(Br)c1	1.5%	-2.6%	-23.6
